# AGP1-GFP MLPCN – yeast TOR pathway AGP1-GFP modulation. GFP response vs DMSO, % at 10 µM. hit rate 0.02% among 320,000. AID 2066. S. cerevisiae AGP1-GFP multiplex flow cytometry, 3 h; GFP as percent of DMSO wells;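 active = GFP response relative to DMSO above a set limit, near screen average plus 3 SD, cut at about 150% in these data; inconclusive = fewer than 70 cells counted for the yeast strain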;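 note: median GFP channel fluorescence of the gated AGP1 strain per well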
# GLD-1 TGE inh – GLD-1-TGE RNA interaction inhibition (C. elegans) | purified GLD-1 + fluorescein TGE RNA, fluorescence polarization | inhibition, % at 5.96 µM | hit rate 0.44% among 320,000 | AID 2280 | Q17339;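 active = percent inhibition above a per-plate cutoff, the plate mean of test compounds plus 3 SD, cut at about 30% in these data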;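 note: 0% = DMSO wells with GLD-1 and probe and 100% = wells lacking GLD-1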
# Fam108B inh – blocks mouse Fam108B hydrolase in RBBP9 counter-screen; hit rate 0.33% among 300,000; inhibition, % at 9.51 µM; recombinant Fam108B, FP-Rh probe fluorescence polarization;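 active = inhibition above the screen mean inhibition plus 3 SD, computed separately per campaign, cut at about 18% in these data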;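 note: inhibitors lower polarization as less probe binds the enzyme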
# VLA-4 inh – inhibition in a human VLA-4 binding assay | hit rate 0.2% among 330,000 | VLA-4 expressing cells, ligand binding flow cytometry | P13612 | AID 2557 | inhibition, % (about 7 µM as worked out from the volumes in the protocol); in the data active = inhibition above about 50%
# CIT2 TOR yeast – modulators of TOR pathway CIT2-GFP in S. cerevisiae; S. cerevisiae CIT2-GFP strain, flow cytometry, 3 h; 100 means same as DMSO wells; GFP response vs DMSO, % at 10 µM; hit rate 0.065% among 320,000; AID 2029;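 active = GFP response relative to DMSO above a set limit, near the screen mean plus 3 SD, cut at about 150% in these data; inconclusive = Fewer than 70 cells measured for a yeast strain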;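 note: ratio of well median GFP fluorescence to mean of DMSO wells on the plate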
# MCL1 BIM primary – disrupts human MCL1 binding to BIM-BH3 peptide; Q07820; GST-MCL1 / FITC-Bim-BH3 fluorescence polarization; inhibition, % at 10.9 µM; hit rate 0.68% among 320,000; AID 2057;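 active = inhibition above the mean inhibition of all tested compounds plus 3 SD, set per campaign, cut at about 40% in these data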;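 note: 0% = DMSO wells and 100% = unlabeled Bim-BH3 peptide control; higher means more loss of mP so more displacement of Bim peptide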
# GRK2 aptamer HTS – human GRK2 inhibition via aptamer displacement. P25098. bead flow cytometry, FAM-aptamer displacement from GRK2. inhibition of aptamer binding, % at 10 µM. hit rate 0.59% among 330,000. AID 488847;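 active = inhibition of aptamer binding above 40%, roughly 3 SD of noise, on plates passing a quality check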;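 note: median bead fluorescence of bound FAM aptamer so fluorescent compounds give negative values; no value below 0 was filed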
# Target sequence (P25098 whole entry, looked up): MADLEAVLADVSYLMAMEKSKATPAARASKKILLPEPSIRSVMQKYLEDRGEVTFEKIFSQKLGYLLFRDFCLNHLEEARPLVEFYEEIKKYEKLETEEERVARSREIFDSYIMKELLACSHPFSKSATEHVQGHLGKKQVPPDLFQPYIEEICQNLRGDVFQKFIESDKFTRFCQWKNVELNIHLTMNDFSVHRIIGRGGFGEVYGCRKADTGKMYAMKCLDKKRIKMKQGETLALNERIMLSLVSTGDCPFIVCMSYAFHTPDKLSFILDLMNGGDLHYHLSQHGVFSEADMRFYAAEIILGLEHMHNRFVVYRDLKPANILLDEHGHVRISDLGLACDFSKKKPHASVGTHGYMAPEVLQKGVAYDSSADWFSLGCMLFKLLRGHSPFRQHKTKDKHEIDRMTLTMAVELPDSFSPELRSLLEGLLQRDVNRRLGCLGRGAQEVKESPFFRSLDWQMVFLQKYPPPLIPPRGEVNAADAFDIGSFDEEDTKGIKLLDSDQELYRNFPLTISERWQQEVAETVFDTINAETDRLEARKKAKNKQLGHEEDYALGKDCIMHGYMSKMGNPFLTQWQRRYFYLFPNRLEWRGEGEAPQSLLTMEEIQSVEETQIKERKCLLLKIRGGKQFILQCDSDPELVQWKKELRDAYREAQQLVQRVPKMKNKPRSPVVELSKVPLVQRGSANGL
# BCLXL inh – Bcl-xL (human) inhibition. GST-Bcl-xL / FITC-Bim BH3 peptide fluorescence polarization. inhibition, % at 10.9 µM. hit rate 0.7% among 320,000;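 active = inhibition above the mean of all tested compounds plus 3 SD, cutoff set per campaign, cut at about 30% in these data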;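 note: 0% = DMSO wells and 100% = unlabeled Bim-BH3 peptide competitor; inhibitors lower millipolarization by displacing the labeled peptide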
# Target sequence (Q07817 whole entry, looked up): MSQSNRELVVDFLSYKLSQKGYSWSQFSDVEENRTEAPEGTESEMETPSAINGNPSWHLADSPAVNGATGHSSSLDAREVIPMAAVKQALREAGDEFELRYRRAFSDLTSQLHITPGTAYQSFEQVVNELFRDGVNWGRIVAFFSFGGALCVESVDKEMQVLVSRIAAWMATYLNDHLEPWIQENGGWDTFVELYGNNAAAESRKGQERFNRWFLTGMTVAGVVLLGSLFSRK
# MEX-5 binding – C. elegans MEX-5 TCR-2 RNA binding activity; hit rate 0.38% among 300,000; MEX-5/FITC-TCR2 RNA binding, fluorescence polarization; stronger effect = lower value; Q9XUB2; activity score (negative = inhibition of binding), % at 10 µM;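 active = inhibition past about -25% in most replicates, and total fluorescence under double the plate's negative control median, limit read from the data; inconclusive = replicates evenly split on the limit, or fluorescence at least double controls; inactive = too little inhibition in most replicates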;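 note: 0% = DMSO and -100% = 5 µM competing unlabeled TCR2 RNA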
# An asterisk follows results filed as active; ? = inconclusive; nt = no result given; [ ] = remark or other dose.
compound,CIT2 TOR yeast,MCL1 BIM primary,GRK2 aptamer HTS,MEX-5 binding,VLA-4 inh,Fam108B inh,AGP1-GFP MLPCN,GLD-1 TGE inh,BCLXL inh
CC1=NN(S(=O)(=O)c2ccc(F)cc2)C(=O)c2ccccc2O1,96,6,3,-0.9,15,-2,107,5,2
Cc1ccc(C)c(NC(=S)NC(=O)c2cncc(Br)c2)c1,97,4,79*,1.3,7,-3,102,16,7
CCCCNCCOc1ccccc1-c1ccccc1,108,2,0,0.5,8,-2,106,-1,0
O=C(COc1ccccc1Cl)N1CCCCCCC1,114,7,0,-0.1,0,2,97,-9,3
Cc1csc(NC(=O)CSC2=NS(=O)(=O)c3ccccc3N2)n1,106,2,1,0.3,-4,4,112,-2,7
Cc1cccc(CC2CC(=O)N(c3ccc(C)cc3Br)C2=O)c1 (centres undefined),101,5,0,-2.1,2,7,105,-2,0
O=C(O)CCC(=O)N1CCN(S(=O)(=O)c2cccs2)CC1,92[may fluoresce green],-1,0,-1.7,6,3,89[may fluoresce green],6,3
CC(=O)N1CCN(c2ccccc2NC(=O)c2ccc(C#N)cc2F)CC1,104,-5,8,-2.8,6,1,105,2,1
CC(C)CC(=O)NCCNC(=O)c1cc(OCC(F)(F)F)ccc1OCC(F)(F)F,97,3,2,-1.2,9,-1,98,3,7
Cn1c(-c2cccc([N+](=O)[O-])c2)cnc1NCc1cccc([N+](=O)[O-])c1,113,7,0,0.4,-5,3,106,2,8

compound,CIT2 TOR yeast,MCL1 BIM primary,GRK2 aptamer HTS,MEX-5 binding,VLA-4 inh,Fam108B inh,AGP1-GFP MLPCN,GLD-1 TGE inh,BCLXL inh
COc1ccc(CNC(=O)CSc2nc3[nH]ncc3c(=O)n2-c2ccccc2Br)cc1,90,2,0,0.2,-15,5,101,0,10
CC(C)OCCCNC(=O)CN1CCN(Cc2ccccc2Cl)C1=O,95,4,0,-1.0,1,-10,101,-2,3
O=C(Nc1nc2ccccc2[nH]1)c1cccc([N+](=O)[O-])c1,94,1,1,-0.2,0,3,105,-5,6
CCN(Cc1ccccc1)S(=O)(=O)c1c(C)[nH]c(C)c1C(=O)N1CCCC1,97,-1,0,2.5,-6,3,93,1,0
Cc1ccccc1C(=O)c1cccn1CC(=O)NCCCN1CC(C)CC(C)C1 (centres undefined),101,6,0,-1.1,5,1,102,8,6
O=S(=O)(Nc1ccc(S(=O)(=O)Nc2ncccn2)cc1)c1ccccc1,103,3,0,0.4,-1,4,98,-7,2
CCN1CCc2c(OCC(=O)Nc3ccc4c(c3)OCCO4)cccc2C1=O,100,-4,1,-5.4,15,4,94,0,4
CCOC(=O)c1ccc(NC(=O)CSc2nnc(CNC(=O)c3ccco3)o2)cc1,102,0,3,nt,-7,2,100,-4,1
CN1C2CCC1CC(NC(=O)c1cccc(C(F)(F)F)c1)C2 (centres undefined),97,-6,0,4.0,7,3,94,-2,-1
O=C(CSc1ccncc1)Nc1ccc2ccccc2c1,106,2,5,0.5,-1,-2,103,5,-2

# Three entries out of the list above, sorted by the value under AGP1-GFP MLPCN, high to low:
SMILES | CIT2 TOR yeast | MCL1 BIM primary | GRK2 aptamer HTS | MEX-5 binding | VLA-4 inh | AGP1-GFP MLPCN | GLD-1 TGE inh | BCLXL inh
Cc1csc(NC(=O)CSC2=NS(=O)(=O)c3ccccc3N2)n1 | 106 | 2 | 1 | 0.3 | -4 | 112 | -2 | 7
O=C(CSc1ccncc1)Nc1ccc2ccccc2c1 | 106 | 2 | 5 | 0.5 | -1 | 103 | 5 | -2
CCOC(=O)c1ccc(NC(=O)CSc2nnc(CNC(=O)c3ccco3)o2)cc1 | 102 | 0 | 3 | nt | -7 | 100 | -4 | 1

# (continued)
compound,CIT2 TOR yeast,MCL1 BIM primary,GRK2 aptamer HTS,MEX-5 binding,VLA-4 inh,Fam108B inh,AGP1-GFP MLPCN,GLD-1 TGE inh,BCLXL inh
O=C(Nc1nc(-c2ccccc2)c(C(=O)c2ccccc2)s1)c1ccc(S(=O)(=O)N2CCCC2)cc1,108,8,0,3.6,14,1,110,-1,3
COc1ccccc1NC(=O)Nc1nc(CC(=O)Nc2ccc(OC)c(OC)c2)cs1,101,-2,1,-1.7,12,7,96,0,2
Cc1[nH]c(=O)[nH]c(=O)c1/C=C/C(=O)O,100,2,2,-4.3,5,0,108,-2,2
CCCCNC(=O)CN1C(=O)NC(Cc2ccccc2)(Cc2ccccc2)C1=O,97,2,2,-2.2,13,4,102,3,1
CCCNC(=O)COC(=O)c1c2c(nc3ccccc13)CCC2,98,25,4,-0.7,-6,3,90,16,19
CC(C)NC(=O)c1onc(CSc2ccc(F)c(F)c2)c1C(=O)NC(C)C,87,1,0,2.5,-7,-5,90,6,2
CC1(C)CCC(=O)C=C1Nc1ccc(F)c(Cl)c1,96,nt,2,-1.4,4,nt,98,nt,nt
Cn1c(/C=C/c2cccc(Br)c2)nc2ccccc2c1=O,92,4,0,-0.1,-10,-12,83,-2,1
CC(NC(=O)CNC(=O)C(Cc1ccccc1)NC(=O)OCc1ccccc1)C(N)=O (centres undefined),93,4,0,-1.4,8,-3,99,-6,1
Cc1ccc(C)c(OCC(=O)Nc2ccc(S(=O)(=O)Nc3ncccn3)cc2)c1,?,7,0,-2.0,-2,-3,?,-2,6

compound,CIT2 TOR yeast,MCL1 BIM primary,GRK2 aptamer HTS,MEX-5 binding,VLA-4 inh,Fam108B inh,AGP1-GFP MLPCN,GLD-1 TGE inh,BCLXL inh
Cc1cc(C(=O)N2CC=C(c3ccccc3)CC2)c2ccccc2n1,89,3,1,-3.8,6,0,95,2,5
CCOc1ccc(NC(=O)N(Cc2ccc(C)cc2)Cc2ccccn2)cc1,95,5,0,-0.2,-2,1,94,-2,5
C#CCN(CC=C)C(=O)C1CCC(=O)N(CCCc2ccccc2)C1 (centres undefined),97,-7,1,-0.2,5,2,94,5,-5
CCc1cccc2c1NC(=O)[C@]21[C@@H]2C(=O)N(Cc3ccccc3)C(=O)[C@@H]2[C@@H]2CCCN21,97,8,0,-0.2,-24,11,104,4,3
Cc1cc(F)ccc1NCC(=O)Nc1ccccc1Br,100,5,0,nt,36,1,105,2,5
Cc1nc(SCC(=O)N2CCOCC2)c2c(=O)n(C)c(=O)n(CC(C)C)c2n1,107,nt,0,nt,9,nt,100,-7,nt
CCOC(=O)CSc1nnc(NC(=O)c2cc([N+](=O)[O-])cc([N+](=O)[O-])c2)s1,108,3,0,0.0,28,12,105,-1,5
O=C(CCCn1c(=S)[nH]c2cc3c(cc2c1=O)OCO3)N1CCc2ccccc2C1,nt,2,1,-4.1,4,0,84,2,5
NNC(=O)/C(=C\c1cccs1)NC(=O)c1ccccc1,107,11,0,2.6,13,0,101,-2,1
Cc1cccc(NC(=O)Cn2nc([N+](=O)[O-])c(Br)c2C)n1,115,-1,0,-2.6,-3,4,117,-14,4

compound,CIT2 TOR yeast,MCL1 BIM primary,GRK2 aptamer HTS,MEX-5 binding,VLA-4 inh,Fam108B inh,AGP1-GFP MLPCN,GLD-1 TGE inh,BCLXL inh
O=C(NCCOC(=O)c1cccs1)c1cccnc1,98,-1,2,-2.4,16,-2,93,-3,1
COc1ccccc1CNC(=O)CN1CCN(c2ccc(C(C)=O)cc2)CC1,104,-2,0,-2.3,2,-1,104,-4,4
COC(=O)C1=C(C)N(CCCC(=O)O)C(=O)NC1c1ccc2c(c1)OCO2 (centres undefined),96,-5,3,1.3,3,-3,101,5,2
O=[N+]([O-])c1ccc(-n2nnnc2-c2ccccc2)c([N+](=O)[O-])c1,79,4,0,0.8,11,7,92,4,15
COc1ccc(CNC(=O)c2sc3nc4c(c(C(F)(F)F)c3c2N)CCC4)cc1OC,108,-4,1,2.7,-7,1,102,-3,-2
CCCCc1cc(=O)oc2cc(OCC(=O)N(CC)CC)ccc12,103,2,0,-3.4,8,-2,114,7,4
O=C(CCNC(=O)c1ccccc1)OCC(=O)c1cccc(Cl)c1,84,-15,1,2.5,4,-9,92,-1,-5
CC(=O)c1sc(-c2ccccc2)nc1C,88,6,2,0.6,11,5,96,-1,6
CCc1ccc(S(=O)(=O)N/N=C\c2ccc([N+](=O)[O-])o2)cc1,92,nt,0,4.1,11,nt,93,nt,nt
COCCNC(=S)N/N=C/c1c(C)[nH]c2ccccc12,107,-7,20,-3.1,-16,2,97,-29,1

compound,CIT2 TOR yeast,MCL1 BIM primary,GRK2 aptamer HTS,MEX-5 binding,VLA-4 inh,Fam108B inh,AGP1-GFP MLPCN,GLD-1 TGE inh,BCLXL inh
Cn1c(=O)n(CC(=O)O)c(=O)c2c1nc1n2CCCN1CCc1ccccc1,101,5,1,0.3,9,-2,98,3,6
O=C(CCCCCn1c(=S)[nH]c2cc3c(cc2c1=O)OCO3)NCCc1ccccc1,98,-4,2,2.4,10,-7,61,0,-7
Cc1nc([N+](=O)[O-])cn1CC(O)c1ccccc1 (centres undefined),83,6,1,-2.6,-3,-2,96,5,-3
O=C(C1CCCC1)N1CCC(CO)(Cc2ccccc2Cl)CC1,100,1,1,-1.6,26,0,102,3,4
COc1ccc(N2CCN(C(=O)C3CCC(Cn4c(=S)[nH]c5ccccc5c4=O)CC3)CC2)cc1 (centres undefined),101,-2,0,0.6,2,-1,93,3,-1
COc1ccc(CN(CC(=O)NC2CCCC2)C(=O)c2onc(C(N)=O)c2N)cc1,101,0,0,2.3,6,-1,99,5,4
CCOC(=O)C(=O)Nc1ccccc1C(=O)OC,82,-1,4,-0.3,0,1,101,1,8
Cc1ccc(N2CCN(CC(O)COc3ccccc3)CC2)cc1 (centres undefined),105,13,0,2.7,3,-4,98,6,1
COC(=O)[C@@]12CCCCN1[C@H](c1ccc(-c3ccc(OC)cc3)cc1)[C@@H]1C(=O)N(C)C(=O)[C@@H]12,94,0,0,-0.2,-1,-3,99,1,6
N#CCCNS(=O)(=O)c1ccc(C(=O)OCCCOC(=O)c2ccc(S(=O)(=O)NCCC#N)cc2)cc1,92[may fluoresce red],-12,0,-4.3,11,-1,86[may fluoresce red],0,-4

# Looked up by structure from the list above:
compound,CIT2 TOR yeast,MCL1 BIM primary,GRK2 aptamer HTS,MEX-5 binding,VLA-4 inh,Fam108B inh,AGP1-GFP MLPCN,GLD-1 TGE inh,BCLXL inh
COc1ccc(CN(CC(=O)NC2CCCC2)C(=O)c2onc(C(N)=O)c2N)cc1,101,0,0,2.3,6,-1,99,5,4
Cc1nc([N+](=O)[O-])cn1CC(O)c1ccccc1 (centres undefined),83,6,1,-2.6,-3,-2,96,5,-3
O=C(C1CCCC1)N1CCC(CO)(Cc2ccccc2Cl)CC1,100,1,1,-1.6,26,0,102,3,4

# Other results
compound,CIT2 TOR yeast,MCL1 BIM primary,GRK2 aptamer HTS,MEX-5 binding,VLA-4 inh,Fam108B inh,AGP1-GFP MLPCN,GLD-1 TGE inh,BCLXL inh
Cc1ccc(Nc2nc(N)c([N+](=O)[O-])c(NCCO)n2)cc1C,104,2,6,1.6,0,4,101,-5,8
COc1cccc(CNS(=O)(=O)c2ccc(S(=O)(=O)NC3CC3)cc2)c1,120,-3,0,-1.8,4,-4,99,-1,0
O=C(NCc1ccccc1)/C(=C\c1ccccc1)NC(=O)c1ccco1,99,-8,1,-1.2,31,4,93,1,2
Cc1ccc(NC(=S)NCc2ccccc2)c(C)c1,92,9,1,0.4,0,8,95,-6,3
O=C(CC1CCCC1)Nc1ccc(Cl)c(S(=O)(=O)N2CCOCC2)c1,100,nt,1,nt,10,nt,105,1,nt
Cc1ccc(NC(=O)CCn2nnc3ccccc32)c(C)c1,100,-11,0,-1.5,-9,1,107,0,1
